CSM14.1 death rescue: protection against thapsigargin-triggered cell killing – 384-well, CSM14.1, ATP luminescence, primary screen (AID 1222). 190,000 tested, under 10 active. cellular ATP content (survival), % at 20 µM, or EC50 in µM where a hit was titrated. CSM14.1 thapsigargin-induced death rescue, ATP luminescence; higher % means a stronger effect;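 active means EC50 below 50 µM in the dose-response confirmation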;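 further: death triggered by thapsigargin at about 15 µM added after 2 h compound pretreatment; cell ATP read after overnight thapsigargin exposure of roughly 18 to 22 hours; normalized against plate controls of thapsigargin alone and 5% DMSO vehicle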
Dynein transport: blocks dynein driven cargo transport along microtubules | 3617.4 mouse cells, GR-EGFP nuclear translocation imaging; test concentration mostly 20 µM; stimulated with dexamethasone, 1 µM; active compounds read low | z-score, hits read low | 220,000 tested, 0.47% active | AID 1381;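 active means plate z-score of nuclear minus cytoplasmic receptor signal below a set negative limit, without overly bright fluorescence or cell loss, cut at about -3.5 in these data, passing the limit was not always enough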;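 further: z-score of nuclear minus cytoplasmic ring GR-EGFP intensity difference per well; some compounds called inactive have numbers as strong as hits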
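Medium: Induction medium lacking tetracycline, stripped serum | Probe or stimulus: 1.0 µM final dexamethasone stimulus | Schedule: 48 h induction, then 1 h compound, then 30 min agonist, 37 °C | Signal: Automated 10x imaging of fixed Hoechst-stained cells | Evaluation: Per-cell GR-EGFP intensity, nucleus versus surrounding cytoplasmic ring, well-averaged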
Hep lipid drop: modulators of hepatic lipid droplet formation | AML12 mouse hepatocytes, oleate lipid droplets, BODIPY imaging | inhibition, % at 6.5 µM | 240,000 tested, 0.4% active;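 active means lipid droplet intensity inhibited by at least 50%, with more than 500 cells counted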
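material = mouse AML12 hepatocyte cell line, fixed after treatment | also added = 100 µM oleic acid challenge | doses = compound at 6.5 µM only | schedule = overnight exposure | technique = Image-based BODIPY and DAPI two-channel analysis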
Autophagy mod: modulators of autophagy | MEF GFP-LC3 puncta imaging; test concentration mostly 10 µM | 190,000 tested, 0.98% active | AID 463193 | calls only at 10 µM (by protocol);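 active means percentage of spot-positive cells more than 3 SD above its plate mean, without a fluorescence outlier flag or 80% toxicity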;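 further: spot-positive cell cutoff set from DMSO-treated cells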
Salmonella PhoP GFP: inhibitors of PhoP regulon expression, primary screen, Salmonella Typhimurium, GFP reporter (AID 1863); inhibition, % at 50 µM; hits with a dose series show IC50 in µM; 300,000 tested, 0.16% active; S. Typhimurium PhoP-regulated promoter GFP reporter, 4 h; higher % means a stronger effect;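 active means inhibition over 29.93%, a cutoff 3 SD above the screen mean, later confirmed by dose response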;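 further: 0% = low Mg2+ inducing control and 100% = high Mg2+ repressing control; strong numbers were not always called active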
T cell modulator: T cell immune modulation candidate | 2C CD8+ T cell-vesicle binding, flow cytometry; active compounds read low | calls only at 7 µM | 330,000 tested, 0.068% active | AID 2052;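 active means response, share of CD8 T cells binding vesicles, and their 90th percentile fluorescence all below set limits, cut at about 80% in these data, passing the limit was not always enough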
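Assay system – 2C mouse CD8+ T cells · Also added – QL9-loaded Drosophila micro-vesicles · Timing – Cell–vesicle co-incubation 1.5 h at 37 °C, staining 20 min on ice · Signal – flow cytometry of vesicle-bound cells · Measure – percent CD8+ FL2 mean versus row control · Controls – Peptide-free naked vesicles (low) and QL9 vesicles with 0.7% DMSO vehicle (high)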
b-catenin transl: alters nuclear translocation of beta-catenin in HeLa cells; immunofluorescence imaging; nuclear translocation activity, % at 5 µM; 190,000 tested, 0.3% active;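 active means nuclear translocation activity above 50% at 5 µM, with a well cell count of 50 or more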;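 further: per-cell ratio of nuclear to cytoplasmic median beta-catenin stain intensity; plate controls were DMSO negative control for no effect and GSK-3 inhibitor IX positive control for full effect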
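System: HeLa cells, endogenous beta-catenin; compound dosing: 5 µM primary single dose, 0.1% DMSO, 0.02–20 µM confirmation series; incubation: 24 h compound exposure at 37°C, 5% CO2; signal: beta-catenin immunofluorescence imaging with DAPI; evaluation: % activation, nuclear-to-cytoplasmic median beta-catenin signal ratio per cell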
MT stabilize HCS: microtubule stabilizers in HeLa cells | HeLa tubulin immunostaining HCS, 24 h; share of cells brighter than vehicle mean+2SD | % tubulin-high responders, % at 10 µM | 200,000 tested, 0.83% active;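 active means plate Z-score above 3 for both tubulin-high and condensed-nucleus cell shares, with cell loss under 80%, at 10 µM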;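 further: anti alpha tubulin signal scored within the nucleus-defined area of each cell; some results filed as inactive read as strong as hits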
Insulin prom up: MIN6 insulin promoter up-regulation; MIN6 insulin promoter-GFP reporter, high-content imaging; active compounds read high; z-score at 5 µM; 190,000 tested, 0.3% active; AID 1625;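 active means z-score above 3 at 5 µM with at least 500 cells counted in the well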
Dynein transport cytoplasmic EGFP: recorded beside Dynein transport, whose call it bears; z-score; measured here: cytoplasmic GR-EGFP intensity; active compounds read high
Dynein transport nuclear GR-EGFP: further read-out of Dynein transport, marked with its call; z-score; measured here: nuclear GR-EGFP intensity;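 lower value marks the stronger effect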
Dynein transport cell count: further read-out of Dynein transport, marked with its call; z-score; measured here: cell count per field
Insulin prom up cell count: recorded beside Insulin prom up, whose call it bears; cell count; measured here: cytotoxicity, nuclei count;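 total cells summed across four imaged fields per well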
Hep lipid drop cells 6.5 µM: recorded beside Hep lipid drop, whose call it bears; cell count; measured here: cell count, cytotoxicity flag;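 cells counted across two imaged fields per well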
b-catenin transl cell count 5 µM: also measured in b-catenin transl; calls as there; cell count; measured here: cell count, cytotoxicity flag
T cell modulator vesicle-bound %: second read-out of T cell modulator, no call of its own (marks repeat the call); double positive events, %; measured here: CD8+ vesicle-bound cell fraction;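 binding gate set so that unloaded-vesicle control wells show 10% double positive cells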
MT stabilize HCS Hoechst-high %: recorded beside MT stabilize HCS, whose call it bears; % Hoechst-high responders; measured here: nuclear condensation Hoechst responders;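 share of cells brighter than vehicle mean plus two SD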
MT stabilize HCS cytotoxicity %: further read-out of MT stabilize HCS, marked with its call; toxicity, %; measured here: cytotoxicity by cell density;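 0% = mean cell density of plate MIN control wells and 100% = no cells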
Autophagy mod cell loss 18 h: second read-out of Autophagy mod, no call of its own (marks repeat the call); toxicity, %; measured here: cell loss, nuclei count;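 cell loss after 18 h compound exposure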
Numbers without * were called inactive; i = inactive; . = no result given; + = active, no number. Rows are unselected; any-hit rate near 3%.

SMILES | CSM14.1 death rescue | Dynein transport | Dynein transport cytoplasmic EGFP | Dynein transport nuclear GR-EGFP | Dynein transport cell count | Hep lipid drop | Hep lipid drop cells 6.5 µM | Autophagy mod | Autophagy mod cell loss 18 h | Salmonella PhoP GFP | T cell modulator | T cell modulator vesicle-bound % | b-catenin transl | b-catenin transl cell count 5 µM | MT stabilize HCS | MT stabilize HCS Hoechst-high % | MT stabilize HCS cytotoxicity % | Insulin prom up | Insulin prom up cell count
O=C(CN1CCN(Cc2ccccc2)CC1)N1CCN(c2ccccc2)CC1 | . | 1.1 | -0.19 | 0.14 | -0.34 | 0 | 663 | . | . | -1% | i | 51 | 1.2 | 1188 | . | . | . | 0.51 | 1012
COc1cccc(/C=N/NC(=O)CNC(=O)c2ccco2)c1O | . | 0.59 | -0.27 | 0.84 | -0.22 | 2 | 678 | . | . | 6% | i | 46 | 0.7 | 1328 | . | . | . | 0.31 | 1032
CC(=O)c1nc2ccccc2n1S(=O)(=O)c1ccc(C)cc1 | -3.2% | -0.46 | -0.16 | 0.02 | -0.12 | . | . | i | -30 | 0% | i | 19 | -2.5 | 825 | 6.5 | 3.1 | 5.5 | 2.5 | 1121
CCN(CC)NC(=O)Nc1ccccc1 | -0.5% | -0.053 | -0.33 | 0.21 | 0.77 | 4 | 663 | i | -2 | 6% | i | 24 | -0.5 | 1517 | 4.8 | 1.3 | 4.3 | -0.13 | 1588
Cc1cccc(/C=N/Nc2cc(N3CCOCC3)nc(N3CCOCC3)n2)c1 | -3.7% | -0.17 | -0.26 | 0.048 | 0.56 | 130* | 601* | + | 14* | 24% | i | 36 | -1.3 | 915 | 5.8 | 3.2 | 3.4 | -1.5 | 517
O=C(OCc1cc(=O)n2c(n1)sc1ccccc12)c1ccc(O)cc1O | -1.2% | 1.9 | -0.2 | 1.3 | -0.8 | -7 | 648 | i | 8 | 3% | i | 32 | 1.7 | 1106 | 5.6 | 2.8 | 7.2 | -0.25 | 1499
Cc1cccc(C(=O)Nc2nnc(C3=COCCO3)o2)c1 | 3.0% | 0.81 | -0.28 | 0.39 | -0.3 | 0 | 678 | i | -35 | -7% | i | 71 | 2.8 | 801 | 3.4 | 1.8 | 3.0 | -0.68 | 1545
O=C(C[n+]1ccc(-c2cc(C(=O)Nc3cccc(C(F)(F)F)c3)c3ccccc3n2)cc1)c1cccc([N+](=O)[O-])c1 | -1.0% | 1.8 | -0.32 | 1 | -0.46 | -28 | 692 | i | 0 | 5% | i | 24 | 1.0 | 1107 | 5.0 | 5.1 | 14 | -1.2 | 1291
Clc1ccccc1OCc1nn2c(-c3ccncc3)nnc2s1 | . | 0.079 | -0.28 | 0.39 | -0.39 | 2 | 622 | i | -1 | -13% | i | 58 | -0.5 | 1086 | 3.2 | 2.9 | 6.3 | 0.04 | 1343
CC(C)CN1CCNC(=O)C1CC(=O)NCCc1cnn(-c2ccccc2)c1 (stereo unspecified) | 1.9% | -0.04 | -0.26 | -0.22 | 0.18 | -2 | 697 | i | -11 | 13% | i | 42 | -1.8 | 993 | 3.0 | 1.9 | 1.9 | 0.85 | 1441
O=C1COCCOCCOCCOCC(=O)NCCN1 | -0.9% | -0.32 | -0.072 | -0.24 | -0.63 | -4 | 643 | i | -7 | 6% | i | 52 | 0.7 | 1531 | 2.0 | 2.1 | 5.1 | . | .
O=C(COc1cccc(Cl)c1)Nc1ccc2c(c1)CCC2 | -0.6% | 1.5 | 0.29 | 0.31 | -0.56 | -1 | 684 | i | 3 | 6% | i | 46 | 0.6 | 1011 | 3.4 | 3.2 | 3.1 | 0.08 | 1337
O=C(NCc1ccccc1Cl)c1cccc(NC(=O)c2ccccc2)c1 | 4.5% | 0.0074 | -0.21 | -0.14 | -0.29 | 18 | 611 | i | 42 | -2% | i | 42 | 1.3 | 1139 | 7.0 | 3.1 | 7.1 | 0.23 | 1608
CN(Cc1cn(C)nc1-c1cccc(Cl)c1)Cc1nccn1C | . | 0.3 | -0.24 | 0.024 | 0.17 | -8 | 667 | . | . | -11% | i | 25 | -0.2 | 1309 | . | . | . | -0.23 | 1028
COc1c(S(=O)(=O)NCCCN2CCOCC2)ccc(Cl)c1Cl | . | -0.81 | -0.81 | -0.66 | 0.62 | -1 | 642 | . | . | 3% | i | 11 | 0.9 | 1359 | . | . | . | -0.15 | 1070
CC(C)=CCC(C)(C)CNC(=O)NC1CCCCC1 | -1.1% | -0.43 | 0.36 | -0.13 | 1.2 | -17 | 743 | i | 1 | -7% | i | 54 | -2.3 | 1045 | 2.9 | 3.0 | 9.3 | -0.27 | 990
Cc1ccc(CC2C(=O)N(CC(=O)O)C(=O)C2C)cc1 (stereo unspecified) | 1.1% | -0.62 | -0.12 | 0.043 | -0.11 | -1 | 736 | i | -8 | -12% | i | 19 | 1.1 | 1007 | 0.8 | 0.9 | 6.1 | 0.27 | 924
CC1CCCCC1NC(=O)c1nnc(Cc2ccc(Cl)cc2)o1 (stereo unspecified) | 4.0% | -0.6 | -0.24 | 0.29 | 0.3 | -1 | 737 | i | 12 | 1% | i | 66 | -0.2 | 571 | 2.9 | 1.0 | 8.8 | -0.63 | 1359
CCCc1cnc(NCCNCC(O)COc2ccc(Cl)c(Cl)c2)nc1 (stereo unspecified) | . | 1.8 | -0.072 | 0.6 | 0.46 | -3 | 640 | . | . | 54µM* | i | 14 | -1.2 | 1250 | . | . | . | -0.44 | 1046
O=C(NCc1ccco1)c1ccc(Cn2c(=O)c3ccccc3n(Cc3cccc(F)c3)c2=O)cc1 | 5.3% | 0.34 | -0.31 | 0.01 | 0.18 | 11 | 797 | i | -13 | 0% | i | 24 | . | . | 1.0 | 2.1 | 20 | 0.66 | 786
CCOc1ccc(OCC)c(NC(=O)C2CCN(c3nn4c(=O)cc(C)nc4s3)CC2)c1 | 3.1% | 0.072 | -0.14 | 0.84 | 0.43 | -26 | 745 | i | -46 | 1% | i | 58 | 0.2 | 1163 | 5.8 | 2.3 | 8.8 | -0.78 | 1281
O=C(c1cccc(F)c1)N1CCN(C(=O)c2cc3ncc(Br)cn3n2)CC1 | 4.2% | 1.9 | -0.27 | 0.73 | -0.61 | -2 | 826 | i | 3 | -1% | i | 12 | -2.6 | 995 | 1.0 | 1.6 | 8.1 | -0.09 | 802
COCc1nnc(NC(=O)CC(C)c2ccccc2)s1 (stereo unspecified) | -0.4% | 1.3 | -0.27 | 0.77 | 0.41 | -8 | 744 | i | 3 | 5% | i | 69 | . | . | 3.6 | 1.6 | 11 | 0.11 | 1285
O=S(=O)(NCC(c1ccco1)N1CCOCC1)c1ccc(Cl)cc1 (stereo unspecified) | 1.4% | -0.69 | -0.26 | -0.65 | 0.85 | 0 | 559 | i | -6 | 3% | i | 52 | -0.6 | 483 | 1.9 | 2.0 | 0.1 | 0.25 | 1168
CCOC(=O)CN(C(=O)Cn1nnc(-c2ccc(C)cc2)n1)C(CC)C(=O)NC1CCCC1 (stereo unspecified) | -0.6% | -0.57 | -0.25 | 0.032 | 1 | -21 | 734 | i | 8 | 5% | i | 46 | -8.2 | 1175 | 3.1 | 2.4 | 7.3 | -0.16 | 1250
Cc1cccnc1NC(=S)Nc1ccc(Br)cc1Cl | -1.7% | -1 | 0.099 | -0.0031 | 0.42 | 17 | 644 | i | 0 | -7% | i | 19 | 1.0 | 888 | 5.6 | 3.7 | 7.9 | 0.09 | 1663
CCn1cc(C(=O)NCCCN2CCC(C)CC2)c2cc(OC)c(OC)cc2c1=O | -0.9% | 1.7 | -0.042 | 0.92 | -0.91 | . | . | . | . | -3% | i | 32 | 3.4 | 1095 | 3.2 | 1.3 | 0.4 | -1.2 | 960
O=C(CSc1ccc2c(c1)OCCO2)NC(=O)Cc1ccccc1 | -7.3% | -0.19 | -0.27 | -0.32 | -0.21 | 16 | 625 | i | -1 | 3% | i | 40 | -2.6 | 569 | 2.4 | 4.2 | 9.1 | 0.13 | 1442
O=C(COC(=O)c1sc2cc(Cl)ccc2c1Cl)Nc1ncc(Cl)cc1Cl | -2.1% | -0.95 | -0.16 | -0.39 | 1.1 | . | . | i | -24 | -11% | i | 21 | -0.1 | 1404 | 2.3 | 2.0 | 11 | 0.48 | 1581

Results in T cell modulator vesicle-bound %, for 2 of the compounds above:
SMILES,T cell modulator vesicle-bound %
COc1cccc(/C=N/NC(=O)CNC(=O)c2ccco2)c1O,46
CC(=O)c1nc2ccccc2n1S(=O)(=O)c1ccc(C)cc1,19

Assay outcomes deposited in PubChem by several laboratories.
